Source: PubChem (several laboratories)
Rv3671c protease: inhibits the M. tuberculosis serine protease Rv3671c; P9WHR9; inhibition, % at 5.96 µM; AID 2606; hit rate 0.048% among 320,000; in the data active means inhibition above about 38%;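 further: extracellular domain of Rv3671c used as enzyme; 0% = enzyme with DMSO and 100% = no enzyme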
Target sequence (P9WHR9 whole entry, looked up, the tested form may be a part): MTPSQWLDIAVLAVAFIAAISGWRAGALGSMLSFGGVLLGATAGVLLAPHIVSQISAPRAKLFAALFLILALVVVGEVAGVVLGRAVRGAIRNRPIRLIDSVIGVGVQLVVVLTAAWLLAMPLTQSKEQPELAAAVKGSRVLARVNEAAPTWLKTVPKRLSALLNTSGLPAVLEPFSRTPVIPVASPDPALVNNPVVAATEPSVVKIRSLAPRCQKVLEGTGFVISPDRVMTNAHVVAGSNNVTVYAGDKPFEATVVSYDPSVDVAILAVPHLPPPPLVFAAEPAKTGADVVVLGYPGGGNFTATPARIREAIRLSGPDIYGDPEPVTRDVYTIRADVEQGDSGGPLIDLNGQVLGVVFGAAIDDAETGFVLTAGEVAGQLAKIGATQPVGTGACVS
FBA Mtb inh: inhibits M. tuberculosis FBA enzyme. purified M. tuberculosis FBA, fluorescence read-out. inhibition, % at 1 µM. hit rate 2.3% among 360,000; in the data active means inhibition above about 27%;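 further: 0% = vehicle and 100% = reference inhibitor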
Target sequence (P9WQA3 whole entry, looked up): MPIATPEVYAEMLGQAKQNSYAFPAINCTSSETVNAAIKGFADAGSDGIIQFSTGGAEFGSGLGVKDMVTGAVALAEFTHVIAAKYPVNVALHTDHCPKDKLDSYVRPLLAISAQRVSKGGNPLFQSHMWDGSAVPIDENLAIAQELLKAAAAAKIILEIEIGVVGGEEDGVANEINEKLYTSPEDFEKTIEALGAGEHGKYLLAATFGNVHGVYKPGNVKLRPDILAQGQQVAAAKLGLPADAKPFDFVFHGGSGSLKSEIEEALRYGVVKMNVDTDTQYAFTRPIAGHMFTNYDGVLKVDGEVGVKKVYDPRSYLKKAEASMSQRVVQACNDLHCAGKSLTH
DUSP3 inh: blocks human VHR1 dual specificity phosphatase; P51452; recombinant VHR phosphatase, pNPP absorbance; inhibition, % at 13.3 µM; hit rate 0.52% among 290,000; in the data active means inhibition above about 50%; further: some compounds called inactive have numbers as strong as hits
Target sequence (P51452 whole entry, looked up): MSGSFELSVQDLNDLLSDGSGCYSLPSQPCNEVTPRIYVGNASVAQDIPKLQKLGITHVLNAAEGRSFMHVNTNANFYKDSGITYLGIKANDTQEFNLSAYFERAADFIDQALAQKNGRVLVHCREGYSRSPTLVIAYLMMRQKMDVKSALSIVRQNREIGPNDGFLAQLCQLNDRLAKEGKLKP
MazF activator: increases E. coli MazEF RNase cleavage of RNA. activation, % at 20 µM. FAM/BHQ RNA-DNA oligo cleavage fluorescence, 5 h. P0AE70. hit rate 0.32% among 350,000; in the data active means activation above about 50%
Target sequence (P0AE70 whole entry, looked up): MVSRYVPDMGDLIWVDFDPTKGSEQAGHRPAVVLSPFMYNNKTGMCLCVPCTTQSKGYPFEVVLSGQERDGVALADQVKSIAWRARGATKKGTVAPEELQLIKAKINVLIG
BH1578 lux ind: induces V. cholerae light production without autoinducers. hit rate 0.16% among 350,000. activation, % at 18.7 µM. V. cholerae BH1578 lux reporter, luminescence, 6 h; in the data active means activation mostly above about 9.7%, no sharp cut-off; further: not every result past the cut was called active; inactives centre near 0; reference of the scale not given here
SSB-PriA inh: K. pneumoniae PriA-SSBct interaction inhibition; AlphaScreen SSBct-PriA binding, biotinylated peptide; inhibition, % at 33 µM; hit rate 0.6% among 430,000; AID 1272365; in the data active means inhibition mostly above about 37%, no sharp cut-off; inactive means mostly below about 20%;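 further: plate controls were negative control peptide for no effect and reference peptide for full effect; strong numbers were not always called active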
UGM FP inh: blocks M. tuberculosis UGM enzyme; P9WIQ1; purified UGM, fluorescence polarization probe displacement; AID 504406; hit rate 0.06% among 320,000; inhibition, % at 10 µM; in the data active means inhibition above about 10%, passing the limit was not always enough
Mtb BioA inh: BioA (M. tuberculosis) enzyme inhibition; purified M. tuberculosis BioA enzyme, plate reader; inhibition, % at 9.99 µM; hit rate 0.096% among 360,000; in the data active means inhibition above about 40%
SARS 3CLpro inh: SARS-CoV 3CLpro protease inhibition; P0C6X7; recombinant SARS-CoV 3CLpro, quenched FRET peptide cleavage; inhibition, % at 6 µM; hit rate 0.14% among 290,000; AID 1706; in the data active means inhibition above about 12%
GDH-TPI inh: counter-screen for M. tuberculosis FBA inhibitors: GDH-TPI coupled enzymes | hit rate 1.2% among 360,000 | GDH-TPI coupled enzyme counterscreen, NADH absorbance | inhibition, % at 4.8 µM; in the data active means inhibition above about 30%;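 further: 0% = DMSO wells and 100% = wells lacking the enzyme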
* marks the source's active call; other numbers are inactive results; i = inactive; . = no result given; + = active, no number. A portion of the library; the hit share may differ from the screen's.

SMILES	Rv3671c protease	FBA Mtb inh	DUSP3 inh	MazF activator	BH1578 lux ind	SSB-PriA inh	UGM FP inh	Mtb BioA inh	SARS 3CLpro inh	GDH-TPI inh
CN1C[C@@H]2[C@@H]3C(=O)N(Cc4ccccc4)C(=O)[C@@H]3[C@](Cc3ccccc3)(C1=O)N2C(=O)c1ccccc1	.	5	.	-12	-0.3	-9	.	-2.2	.	13
COc1cc(C2C(C#N)=C(N)N(c3cccnc3)C3=C2C(=O)CCC3)ccc1O (centres undefined)	-5	5	25	-22	5.9	3	-0.6	0.7	-2	15
COc1ccc2c(c1)C1=C(CC2)C(c2ccc(C)cc2)NC(=S)N1 (centres undefined)	-13	1	12	8	-0.6	25	0.1	4.2	2	0
COc1ccc(CN(C(=S)Nc2ccccc2)C2CC(=O)N(c3ccc(F)cc3)C2=O)cc1 (centres undefined)	-8	3	-8	1	-0.8	-6	2.2	-1.0	-2	8
O=C(c1ccc([N+](=O)[O-])cc1)N(Cc1ccc(Cl)cc1)N1C(=O)CCCC1=O	5	2	8	7	i	1	0.0	-0.4	9	13
Cc1nn(CCCC(=O)NC(C)c2ccccc2)c(=O)c2nn(-c3ccccc3)c(C)c12 (centres undefined)	-8	0	33	7	-5.3	2	-0.6	9.5	3	3
O=C(O)/C=C/C(=O)Nc1ccc2nccnc2c1	10	5	2	1	i	7	0.4	.	-5	7
O=C(Nc1ccccc1)Nc1nc(-c2ccc(F)c(F)c2)cs1	-18	5	3	-2	10	-4	-2.5	-0.1	2	5
COc1ccc(CNC(=O)c2ccc(-c3cccnc3)c3ccoc23)cc1OC	.	1	.	.	0.0	.	.	33	.	9
COc1ccc2c(c1)C(NC(C)=O)C(=O)N2C (centres undefined)	0	-5	-8	0	i	-21	-0.4	-0.2	-3	-7
COc1cc(/C=C/CNC[C@H]2O[C@@H](n3cnc(C(N)=O)n3)[C@H](O)[C@@H]2O)ccc1O	.	2	.	5	-0.2	-2	.	-2.4	.	14
COc1ccc(NC(=O)c2ccc(Cl)nc2)cc1S(=O)(=O)N1CCCCC1	-4	-1	9	4	i	10	2.5	.	4	6
c1ccc2c(c1)-c1nc3ccccc3cc1C2N1CCCCC1 (centres undefined)	.	-2	.	4	-1.4	.	.	-0.5	.	25
O=C(CN1CCN(CN2C(=O)NC3(CCCCCC3)C2=O)CC1)Nc1ccc(F)cc1	-4	3	.	-12	i	1	2.0	-5.3	.	10
O=C(O)/C=C/C(=O)N1CCN(c2cccc(Cl)c2)CC1	7	3	17	-26	-0.4	-16	-2.1	0.0	1	3
Cc1cc(C)c(S(=O)(=O)N2CCCC2)c(C)c1	-7	-1	26	3	-1.7	-11	-2.7	2.5	1	2
COc1cccc(NC(=O)c2ccccc2N2C(=O)C3C4C=CC(C5CC45)C3C2=O)c1 (centres undefined)	2	1	2	6	-3.4	6	2.1	-0.5	5	8
COC(=O)c1oc(-c2ccccc2)nc1C	8	3	-1	9	-0.5	-1	1.2	.	4	1
CCc1ccc(NC(=S)N(CCN2CCCCC2)Cc2ccco2)cc1	-8	0	8	-5	-0.2	-7	1.2	-1.8	-2	-9
O=C(c1ccccc1)[C@@H]1[C@@H](C(=O)c2ccc(F)cc2)[C@@]2(C(=O)Nc3ccccc32)[C@H]2c3ccccc3C=CN12	-42	-2	5	-3	0.0	10	0.2	-1.8	-7	6

Complete entries as entered above. Values in the order: Rv3671c protease, FBA Mtb inh, DUSP3 inh, MazF activator, BH1578 lux ind, SSB-PriA inh, UGM FP inh, Mtb BioA inh, SARS 3CLpro inh, GDH-TPI inh
Shown for O=C(Nc1ccccc1)Nc1nc(-c2ccc(F)c(F)c2)cs1 → -18, 5, 3, -2, 10, -4, -2.5, -0.1, 2, 5
Shown for CN1C[C@@H]2[C@@H]3C(=O)N(Cc4ccccc4)C(=O)[C@@H]3[C@](Cc3ccccc3)(C1=O)N2C(=O)c1ccccc1 → ., 5, ., -12, -0.3, -9, ., -2.2, ., 13

Later entries:
SMILES	Rv3671c protease	FBA Mtb inh	DUSP3 inh	MazF activator	BH1578 lux ind	SSB-PriA inh	UGM FP inh	Mtb BioA inh	SARS 3CLpro inh	GDH-TPI inh
CNC(=O)O/N=C(\C)Cc1nnn(-c2cc(C)on2)n1	2	0	9	6	i	.	1.1	-0.2	3	8
CCOC(=O)c1c(N=CN(C)C)c(C#N)c2n1CCCC2	0	-1	9	-8	-0.2	-23	-0.6	-0.2	2	-4
CCOC(=O)c1cccc(NC(=O)CCS(=O)(=O)c2ccc(Br)s2)c1	-3	5	-25	1	1.4	-2	1.5	.	-2	-8
Cc1cc(C)c(NC(=O)CNC(=O)c2cc(C3CC3)nc3c2cnn3C(C)C)c(C)c1	.	35*	.	3	-3.0	.	.	-1.6	.	8
CC(C(=O)O)c1n[nH]c(=O)c2ccccc12 (centres undefined)	4	2	24	2	-1.0	-1	1.4	-1.6	9	4
COc1ccc(C2C(C#N)=C(SCC(=O)Nc3ccc(C)cc3)NC3=C2C(=O)CC(C)(C)C3)cc1 (centres undefined)	-4	0	30	3	-0.3	-13	2.3	.	3	-3
O=C(NCC(=O)N1CCN(c2ccccn2)CC1)c1ccc(Br)o1	-2	7	24	5	i	-5	1.5	1.0	1	2
NS(=O)(=O)c1ccc(CCNC(=O)CNS(=O)(=O)c2cccc(Br)c2)cc1	-6	-2	-11	6	-3.1	-11	2.8	.	5	1
O=c1[nH]n(Cc2ccccc2)c2ccccc12	5	17	26	10	2.4	6	-0.8	-1.4	-1	3
CCn1c(SCC(=O)Nc2cc(C)on2)nc2c([nH]c3ccccc32)c1=O	-3	4	42	19	-5.0	-6	0.0	-2.7	-3	5
COc1cccc(CNC(=O)N2CCN(c3ccccc3C)CC2)c1	5	2	-8	-22	i	-8	0.5	-3.1	5	4
CCN(CC(=O)Nc1ccc(NC(C)=O)cc1)Cc1c(O)ccc2cc(Br)ccc12	10	1	44	-5	i	9	0.2	-1.4	1	6
O=C(COc1ccc2c(c1)oc(=O)c1ccccc12)NCCCN1CCOCC1	-3	98*	-17	-15	-0.6	1	-3.4	-0.5	-6	5
COc1cccc2cc(-c3nc4ccccc4o3)c(=O)oc12	-10	7	18	-17	0.9	0	4.1	-0.9	-2	20
COc1ccc(CN(C(=O)CSc2nnc(-c3c[nH]c4ccccc34)o2)c2ccc(F)cc2)cc1OC	-39	-3	9	0	i	3	-0.1	-0.5	4	12
COc1ccc2cc(C(=O)NCCCN3CCCC3=O)[nH]c2c1	-1	12	6	2	-3.1	40*	0.9	-1.8	-1	12
COc1ccc(-c2cc(=O)c3ccccc3o2)cc1	-6	+	26	-3	-0.3	-2	1.9	2.2	.	32*
COc1cccc(CN2CC=C(c3ccc(F)cc3)CC2)c1	8	2	1	1	-0.7	-3	-0.3	10	1	2
CC1CN(C(=O)COC(=O)c2cc(Cl)ccc2Cl)CC(C)O1 (centres undefined)	-7	0	29	1	-0.5	-9	-3.9	-0.8	1	3
Cc1ccc(NS(=O)(=O)c2cc(NC(=O)c3ccc4c(c3)NC(=O)CS4)ccc2Cl)c(C)c1	-307	0	35	2	-0.3	1	-0.3	.	7	-1

Filtered by structure: the compounds so far containing two or more sulfur atoms (three)
SMILES	Rv3671c protease	FBA Mtb inh	DUSP3 inh	MazF activator	BH1578 lux ind	SSB-PriA inh	UGM FP inh	Mtb BioA inh	SARS 3CLpro inh	GDH-TPI inh
CCOC(=O)c1cccc(NC(=O)CCS(=O)(=O)c2ccc(Br)s2)c1	-3	5	-25	1	1.4	-2	1.5	.	-2	-8
NS(=O)(=O)c1ccc(CCNC(=O)CNS(=O)(=O)c2cccc(Br)c2)cc1	-6	-2	-11	6	-3.1	-11	2.8	.	5	1
Cc1ccc(NS(=O)(=O)c2cc(NC(=O)c3ccc4c(c3)NC(=O)CS4)ccc2Cl)c(C)c1	-307	0	35	2	-0.3	1	-0.3	.	7	-1

Some values from the results shown:
Rv3671c protease with `CCn1c(SCC(=O)Nc2cc(C)on2)nc2c([nH]c3ccccc32)c1=O` = -3
SSB-PriA inh with `O=c1[nH]n(Cc2ccccc2)c2ccccc12` = 6
GDH-TPI inh with `COc1ccc(-c2cc(=O)c3ccccc3o2)cc1` = 32*

More structures:
SMILES	Rv3671c protease	FBA Mtb inh	DUSP3 inh	MazF activator	BH1578 lux ind	SSB-PriA inh	UGM FP inh	Mtb BioA inh	SARS 3CLpro inh	GDH-TPI inh
Cc1ccc(S(=O)(=O)c2c(C)nn(-c3ccccc3)c2OC(=O)c2ccco2)cc1	-11	0	8	5	-0.3	-11	-0.5	.	1	-2
CN(C)/C=C(\C#N)C(=O)N/N=C(\CC(=O)C(F)(F)F)c1ccco1	0	-2	26	-1	-0.3	.	-0.7	.	-1	5
COC(=O)c1cc(S(=O)(=O)N(C)c2ccc(C)c(C)c2)c[nH]1	-3	1	-5	5	i	4	-4.0	-0.2	-2	-2
Cc1ccc(OCC(=O)N/N=C/c2ccco2)cc1	4	-1	23	0	-0.4	.	1.0	-0.9	-1	4
CCOc1ccc(NC(=O)c2cccc3c2C(=O)N(Cc2cccnc2)C3)cc1	1	2	3	2	-0.2	-4	-0.2	12	-1	3
CC(=O)c1ccc(S(=O)(=O)N2CCN(C(=O)c3ccc(-n4nc(C)c(Cl)c4C)cc3)CC2)cc1	-4	4	.	-2	i	-2	-0.1	-1.4	.	6
O=S(=O)(N/N=C\c1ccc2c(c1)OCO2)c1ccc(Cl)cc1	-3	0	0	-7	i	.	5.2	-0.4	-4	12
C/C(=N\NC(=S)NC1CCCCC1)c1cccc(C(F)(F)F)c1	8	2	-8	-7	-0.2	.	-0.7	.	0	9
CC(C)Cc1nc(SCC(=O)N2CCCCC2)c2c(=O)n(C)c(=O)n(C)c2n1	4	2	-3	4	-1.6	-7	-2.7	-0.6	-5	6
O=C(CSc1ccccn1)C12CC3CC(CC(C3)C1)C2	11	4	13	-9	-0.2	-32	1.3	.	1	1
COc1ccc(CN(C)C(=O)CCN2C(=O)c3ccccc3C2=O)c(OC)c1OC	-2	0	24	1	i	0	-1.0	-0.3	1	2
Cc1nn(-c2ccccc2)c2sc(C(=O)NNC(=O)COc3cccc4ccccc34)cc12	-119	1	28	-1	-0.3	-6	-1.9	-2.2	10	10
CC(C)Oc1cccc(NC(=O)c2cnccc2C(F)(F)F)c1	3	-2	25	-3	i	-3	1.5	-2.1	-5	4
Cc1c(OC(C(=O)O)c2ccccc2)ccc2c1oc(=O)c1ccccc12 (centres undefined)	1	139*	13	-14	i	2	-0.8	1.1	7	24
Cc1cccc(NC(=O)CCCC(=O)OC(C)C(=O)c2ccccc2)c1 (centres undefined)	-6	0	-5	2	-0.4	4	4.7	-3.1	3	0
CCN1CCN(C2CCCCC2NS(=O)(=O)c2ccc(Cl)cc2)CC1 (centres undefined)	2	1	11	-19	i	-5	1.3	-1.0	6	-15
Cc1ccc(Cl)cc1NC(=O)Cn1cc(C(F)(F)F)cc(Cl)c1=O	-6	3	-4	-3	1.8	2	3.6	-0.4	0	-4
COc1ccc(Nc2nc(C)nc3c2nnn3Cc2ccccc2Cl)c(OC)c1	-4	1	7	2	-0.4	-13	-0.5	-1.5	-2	2
Cc1ccc(NC(=O)c2ccc(-n3cccn3)c([N+](=O)[O-])c2)cc1	-8	1	29	-2	i	5	1.6	1.2	-3	12
CC(C)(C)c1ccc(C(=O)NCC(=O)OCC(=O)N2CCN(S(=O)(=O)c3ccc(Cl)cc3)CC2)cc1	1	-1	.	8	-0.3	-6	-1.5	-1.7	.	-1
O=C(NCC1CCCO1)NC12CC3CC(CC(C3)C1)C2 (centres undefined)	4	-4	-29	1	-10	-1	0.6	-1.9	-2	-4
COc1ccccc1N(CC(O)Cn1ccnc1C)S(=O)(=O)c1ccccc1 (centres undefined)	-5	0	7	10	-0.3	-17	-2.1	0.6	5	2
NC(CCC(=O)O)C12CC3CC(CC(C3)C1)C2 (centres undefined)	5	8	11	-6	i	-21	-4.5	-1.6	4	-1
O=C1N=c2ccccc2=C1c1[nH]c(=S)[nH]c1O	2	-7	32	-4	9.7	0	-1.0	-1.2	0	26
CCn1c(SCC(=O)Nc2nccs2)nnc1-c1ccc(S(=O)(=O)N2CCCCC2)cc1	2	-1	20	4	-0.4	15	-0.9	.	-4	8
Cc1ccc(CCNS(=O)(=O)c2ccc3c(c2)NC(=O)CCS3)cc1	1	0	10	6	i	-10	-1.5	0.4	5	-12
CN(C)c1ccc(N2CC(C)(C)C2=O)cc1	6	1	16	2	0.6	10	0.8	.	2	6
